WRN inhibitor – inhibitors of human WRN helicase; Potency, µM (top dose mostly 114 µM), without a hit: at the highest dose activity change, negative = inhibition, most hits filed as inhibitors; WRN helicase unwinding, fluorescent forked duplex, kinetic; hit rate 0.46% among 360,000; also: potency is read from the fitted curve at half-maximal effect; % is scaled to controls: 0 for no effect and ±100 for the full control effect; nearly all actives have a fitted effect of over 55% in size
Target sequence (Q14191 whole entry, looked up): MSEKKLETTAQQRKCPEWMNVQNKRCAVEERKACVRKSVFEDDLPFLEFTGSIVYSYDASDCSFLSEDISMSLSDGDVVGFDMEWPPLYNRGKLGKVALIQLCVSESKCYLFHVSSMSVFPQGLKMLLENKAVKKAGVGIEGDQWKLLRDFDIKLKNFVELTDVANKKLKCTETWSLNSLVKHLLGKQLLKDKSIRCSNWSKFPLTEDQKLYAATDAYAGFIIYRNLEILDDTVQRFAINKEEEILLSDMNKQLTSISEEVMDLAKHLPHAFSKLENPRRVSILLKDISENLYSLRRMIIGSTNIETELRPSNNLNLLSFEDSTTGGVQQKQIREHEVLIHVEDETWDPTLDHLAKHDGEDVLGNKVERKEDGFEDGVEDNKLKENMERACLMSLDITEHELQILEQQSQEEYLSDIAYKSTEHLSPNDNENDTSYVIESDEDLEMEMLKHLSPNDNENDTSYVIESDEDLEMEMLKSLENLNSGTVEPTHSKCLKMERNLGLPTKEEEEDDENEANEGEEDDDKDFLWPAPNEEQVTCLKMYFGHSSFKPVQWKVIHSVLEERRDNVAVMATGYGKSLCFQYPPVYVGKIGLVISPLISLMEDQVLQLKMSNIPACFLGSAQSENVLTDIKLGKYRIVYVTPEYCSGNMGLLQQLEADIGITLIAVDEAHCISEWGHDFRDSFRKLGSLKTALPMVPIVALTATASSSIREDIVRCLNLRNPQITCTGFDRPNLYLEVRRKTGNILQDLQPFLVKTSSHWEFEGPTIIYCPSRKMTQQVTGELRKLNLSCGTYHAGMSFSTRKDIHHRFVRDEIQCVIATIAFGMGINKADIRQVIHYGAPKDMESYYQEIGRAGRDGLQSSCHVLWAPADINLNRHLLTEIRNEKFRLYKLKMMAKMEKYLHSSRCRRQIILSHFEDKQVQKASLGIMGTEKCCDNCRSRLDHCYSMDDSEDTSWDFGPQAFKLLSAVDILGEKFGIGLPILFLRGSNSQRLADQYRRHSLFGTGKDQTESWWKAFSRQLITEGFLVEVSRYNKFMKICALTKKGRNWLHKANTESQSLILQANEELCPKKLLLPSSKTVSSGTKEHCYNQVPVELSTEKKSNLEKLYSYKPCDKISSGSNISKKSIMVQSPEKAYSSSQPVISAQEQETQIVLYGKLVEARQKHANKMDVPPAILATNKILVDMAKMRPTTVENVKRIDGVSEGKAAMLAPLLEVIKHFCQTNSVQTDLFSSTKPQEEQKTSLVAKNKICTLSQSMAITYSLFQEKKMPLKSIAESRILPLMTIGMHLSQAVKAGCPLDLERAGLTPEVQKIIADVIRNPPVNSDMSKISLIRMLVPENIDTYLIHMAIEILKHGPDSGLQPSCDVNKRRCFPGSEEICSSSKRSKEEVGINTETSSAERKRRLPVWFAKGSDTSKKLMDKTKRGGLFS
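Kinetic fluorescence helicase assay: unwinding of a quenched forked DNA duplex (100 nM final) with 2 mM ATP final raises red fluorescence (525/598 nm). Compounds sat 15 min at room temperature with 20 nM WRN beforehand.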
EPAC1 agonist – activates human EPAC1 exchange factor. O95398. EPAC1 agonist qHTS, biochemical assay; response scale: 100% = response to 6.5 mM cAMP. Potency, µM (doses to about 154 µM), for inactives: top-dose activation, actives largely listed as activators. hit rate 0.073% among 360,000; also: potency is read from the fitted curve at half-maximal effect; nearly all actives have a fitted effect of over 60% in size
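Normalized to 6.5 mM cAMP, activity reflects EPAC1-catalysed release of BODIPY-GDP from Rap1B, followed kinetically over 30 min at 480 nm excitation, 540 nm emission. Reaction contained 100 nM EPAC1, 250 nM Rap1B-BODIPY-GDP, 50 uM GDP.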
IL-2 act – activators of IL-2 | activation, % (series mostly up to about 46 µM) | hit rate 0.065% among 360,000 | IL-2 activation reporter assay, cell-based qHTS; stimulated with anti-CD3/CD4/CD28 beads; in transgenic mouse T cells | AID 652025; in the data active = activation above about 50%; inconclusive = mostly about 30% to 49%; also: 0% is about no effect
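Unstimulated transgenic mouse T cells; 60-min compound exposure; bead-based TCR/CD4/CD28 stimulation; 18 h culture, 37 degrees C; dual fluorescence (EGFP, DsRed) plate cytometry.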
PI5P4Ka inh – inhibitors of human PI5P4K alpha; P48426; PI5P4Kalpha enzyme, ADP-Glo luminescence, 60 min; active compounds read low; max response, %; hit rate 1.2% among 330,000; active = max response of -50% or lower; inconclusive = between -30% and -50%; inactive = -30% or higher; also: value at the top dose of about 77 µM; % is scaled to controls: 0 for no effect and ±100 for the full control effect
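Enzyme plus substrate dispensed, test compounds pinned in, then ATP (5 microM final) added. After 60 min at RT, ADP-Glo reagent 1 for 45 min and reagent 2 for 30 min preceded luminescence imaging.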
EPAC2 ag – activates human EPAC2 exchange factor. hit rate 0.079% among 360,000. Potency, µM (highest dose often 154 µM), inactives show at the top dose activation, actives largely listed as activators. EPAC2 activation, biochemical qHTS; response scale: 100% = 6.5 mM cAMP response. AID 720711; also: potency is read from the fitted curve at half-maximal effect; nearly all actives have a fitted effect of over 50% in size
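Exchange assay: 100 nM EPAC2 with 250 nM Rap1B-BODIPY-GDP and 50 uM GDP. Fluorescence (ex 480/em 540 nm) read every 5 min for 30 min at room temperature. Data normalized to 6.5 mM cAMP as agonist control.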
EPAC1 antag – antagonists of human EPAC1; EPAC1 GEF assay, Rap1b-BODIPY-GDP exchange fluorescence; Potency, µM (top dose mostly 115 µM), for inactives: at the top dose activity change, negative = inhibition, actives largely listed as inhibitors; hit rate 0.14% among 360,000; AID 720709;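 also: potency is read from the fitted curve at half-maximal effect; plate controls were vehicle for no effect and positive control for full effect; nearly all actives have a fitted effect of over 50% in size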
CCT modulator – changes cytosolic chaperonin activity. activity change, % (test concentration not listed), hits read low. purified chaperonin ATPase assay, HTRF ADP detection, 30 min. hit rate 0.3% among 360,000; in the data active = activity change below about -30%; also: % is scaled to controls: 0 for no effect and ±100 for the full control effect
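TRiC at 40 or 20 nM final (batch-dependent) in 30 mM Tris pH 7.4, 100 mM KCl, 5 mM MgCl2, 1 mM DTT, with compound at single 76 uM and 10 uM ATP, 30 min at 37 deg C. ADP detected by HTRF Transcreener, 665/615 ratio.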
PLK1 PBD block – inhibitors of human PLK1 polo-box domain binding; P53350; hit rate 2.8% among 360,000; Plk1 PBD binding of FITC phosphopeptide, fluorescence polarization; Potency, µM, inactives show max response, negative = inhibition, actives largely listed as inhibitors; also: potency is read from the fitted curve at half-maximal effect; series mostly up to about 57 µM; % is scaled to controls: 0 for no effect and ±100 for the full control effect; nearly all actives have a fitted effect of over 65% in size
* marks the source's active call; other numbers are inactive results; ? = inconclusive; . = no result given; & = joins results of further samples; [ ] = dose if it differs, or a comment. Unless noted, calls follow the shape of the dose curve; as a rule, active = well fitted curve in the direction sought with a large enough effect; inconclusive = small, poorly fitted or top-dose-only effect, or another doubt; inactive = no such curve, though single readings can be large; an effect the other way counts as inactive or inconclusive. Not all compounds are listed; count on the stated rates, not on these rows.

SMILES | WRN inhibitor | EPAC1 agonist | IL-2 act | PI5P4Ka inh | EPAC2 ag | EPAC1 antag | CCT modulator | PLK1 PBD block
O=C(CN1C(=O)C2(OCCCO2)c2ccccc21)NCc1ccccc1 | -9% | 3% | -0.4 | . | 2% | 11% | -1.1 | -5%
Cc1nc(SCC(=O)N2CCCC2=O)nc(C)c1C | ? | 5% | 0.9 | -4 | 8% | -6% | -1.3 | -27%
O=C1CCC(C(=O)OCC(=O)c2ccccc2)N1 (configuration not stated) | 12% | -9% | -1.8 | 1 | 6% | -19% | -2.4 | 27µM*
Cc1cc(C)cc(NC(=O)N(C)Cc2ccccc2)c1 | 2% | 0% | -0.7 | -2 | 3% | -2% | 0.0 | -1%
O=C(NNC(=S)NC1CCCCC1)c1cccs1 | 4% | 1% | -5.6 | 1 | 5% | -6% | -1.6 | -8%
Clc1ccc2c(N/N=C/c3ccccc3Br)ccnc2c1 | ? | -6% | -0.2 | -27 | -6% | 15% | -4.9 | 4%
CCc1ccc(C2=NN(CCC(=O)NC3CCCCCC3)C(=O)CC2)cc1 | -6% | -8% | -1.2 | 6 | -6% | -12% | -1.3 | 0%
O=C1CC(=O)Nc2cc(S(=O)(=O)N3CCN(c4ccc([N+](=O)[O-])cc4)CC3)ccc2N1 | -2%[11.6 µM] | -4% | 0.0 | -13 | 3% | -7% | -0.2 | 2%
CCOC(=O)C1=C(N)Oc2ccc3ccccc3c2C1c1ccc(O)c(OC)c1 (configuration not stated) | -2% | 5% | -2.8 | -3 | 23% | -13% | -1.6 | 2%
CC(C)(C)NCC(O)c1cc(O)cc(O)c1 (configuration not stated) | -4% | 14% | 0.0 | -1 | 8% | 4% | 1.3 | 1%
CCOC(=O)C(=O)Nc1nccs1 | 4% | 6% | -0.8 | -3 | 4% | -3% | -2.7 | -5%
Nc1cc(=O)[nH]c(SCC(=O)Nc2cccc(Cl)c2)n1 | 3% | -4% | 0.2 | -1 | 6% | 1% | 0.8 | 0%
CCCCCCSc1cc(-c2nc3ccc(Cl)cn3c2NCCCC)ccc1OC | -1%&0% | -15%&-3% | -0.3&0.1 | 15&-2 | -2%&13% | -12%&10% | -1.5&0.6 | 5%&-9%
Cc1cc(=O)oc2cc3c(cc12)OCO3 | 6% | -3% | 0.4 | -7 | 6% | -3% | -1.4 | -7%
O=C(NCCCN1CCN(CCCNC(=O)c2cc([N+](=O)[O-])ccc2Cl)CC1)c1cc([N+](=O)[O-])ccc1Cl | -12% | -1% | -1.3 | 4 | 2% | 2% | -0.3 | -3%
O=C(c1ccncc1)N(Cc1ccccc1)Cc1nc2ccccc2c(=O)[nH]1 | 4% | 6% | -1.5 | 6 | 10% | 4% | 1.0 | -6%
COc1c(-c2ccc(O)c(O)c2)oc2cc(O)cc(O)c2c1=O | 32µM* | -18% | -0.3 | ? | -1% | ? | 1.2 | -7%
CCOC(=O)c1ccc(N2C(=O)c3n[nH]c(C)c3C2c2ccc(OC)cc2)cc1 (configuration not stated) | -17% | 24% | -1.5 | . | 14% | -19% | -0.9 | -2%
CCc1ccccc1NC(=O)CC(=O)Nc1ccccc1CC | -1% | -3% | 1.4 | -2 | -4% | -18% | -0.3 | -9%
O=C(O)C1=C[C@H](c2ccc3c(c2)OCO3)C[C@H](OCCCCO)O1 | -4% | 8% | 1.4 | 5 | 1% | -6% | 0.6 | 10%
CC(C)(C)CC(=O)Nc1cc(S(=O)(=O)N2CCOCC2)ccc1N1CCCC1 | -4% | 1% | 0.9 | 1 | -1% | 5% | -2.9 | -1%
CCC(=O)Nc1c(-c2ccccc2)c(=O)c2ccccc2n1C | -18% | 12% | 3.8 | 3 | 12% | -2% | -1.6 | -2%
CN(Cc1cccnc1)Cc1cn(C)nc1-c1ccc(Oc2ccccc2)cc1 | -2%[57.1 µM] | 5% | -1.2 | 7 | 10% | ? | 1.6 | 3%
COc1cc(S(=O)(=O)NCc2cccnc2)c(OC)cc1Br | -8% | 6% | -2.8 | . | 10% | -12% | -2.5 | 0%
CN(C)CCCNCCCNC(=O)/C(=N\O)c1ccccc1 | ? | 1% | -2.6 | -9 | 4% | -16% | 1.3 | -10%
CC(NC(=O)C12CC3CC(CC(C3)C1)C2)c1ccc2c(c1)OCCO2 (configuration not stated) | 14% | 7% | 2.9 | . | -7% | 0% | 0.1 | -6%
CCOc1ccc(N(CC(=O)N/N=C/c2cc([N+](=O)[O-])ccc2Cl)S(C)(=O)=O)cc1 | -26% | 1% | -4.5 | 9 | 5% | -10% | 1.6 | -4%
O=[N+]([O-])c1ccc2nc(NS(=O)(=O)c3ccc(Cl)cc3)sc2c1 | -23% | -7% | 1.1 | ? | 1% | -27% | -2.6 | ?
CN1C(=O)NC(c2ccccc2)C2=C1CN(c1ccc3ccccc3c1)C2=O (configuration not stated) | -16%[11.6 µM] | 3% | 0.1 | -15 | -3% | 8% | -3.9 | 3%
CCOC(=O)NNC(=O)c1ccc(Cl)cc1 | -26% | 9% | 9.0 | -5 | -1% | 9% | 1.4 | -6%
Nc1[nH]c(C(=O)c2ccccc2)c(-c2ccc(Cl)cc2)c1C(=O)NCc1ccco1 | -4% | -2% | 0.1 | -6 | 9% | -15% | -0.1 | -12%
CCC(/C=N/Nc1ccc(S(=O)(=O)N2CCCC2)cc1[N+](=O)[O-])CC | 0% | 8% | -5.5 | 6 | -8% | 7% | -3.7 | -5%
COc1ccccc1CNC(=O)c1cc(S(=O)(=O)N2CCN(c3ccccc3)CC2)ccc1Cl | ? | 14% | -5.6 | 3 | 5% | 15% | -1.8 | 3%
COc1ccc(/C=N/OCc2ccc(Br)cc2)c(OC)c1 | -2% | 21% | -0.3 | 34 | 10% | 5% | -1.6 | -10%
CCOc1cc(/C=C2\SC(=O)N(CC(=O)Nc3ccccc3F)C2=O)cc([N+](=O)[O-])c1O | -7%[57.1 µM] | -17% | -0.5 | -55* | -18% | ? | 0.1 | 24µM*
COC(=O)c1ccccc1SC1CC(=O)N(c2cccc(C)c2)C1=O (configuration not stated) | 3% | 4% | -3.8 | 0 | 11% | 0% | -2.4 | -25%
Cc1nnsc1C(=O)N1CCN(c2ccc(F)cc2)CC1 | -2% | 14% | -0.4 | 1 | 13% | -3% | -3.2 | -16%
COc1ccc(C2=NS(=O)(=O)N(C)C(C(=O)N3CCOCC3)=C2)cc1 | -1% | 8% | 1.7 | -4 | 10% | 9% | -0.5 | -19%
Cc1ccccc1N/C(=C(/C(Cl)=C(Cl)Cl)[N+](=O)[O-])n1nnc2ccccc21 | -32% | 8% | 0.7 | . | 0% | 8% | 2.8 | ?
Cn1c(=O)c2[nH]c(NN=Cc3ccc(F)cc3)nc2n(C)c1=O | 0% | -7% | 0.8 | -1 | -3% | -3% | -2.0 | -2%

In a second layout: entries from further up.
Molecule	WRN inhibitor	EPAC1 agonist	IL-2 act	PI5P4Ka inh	EPAC2 ag	EPAC1 antag	CCT modulator	PLK1 PBD block
CCOc1ccc(N(CC(=O)N/N=C/c2cc([N+](=O)[O-])ccc2Cl)S(C)(=O)=O)cc1	-26%	1%	-4.5	9	5%	-10%	1.6	-4%
O=[N+]([O-])c1ccc2nc(NS(=O)(=O)c3ccc(Cl)cc3)sc2c1	-23%	-7%	1.1	?	1%	-27%	-2.6	?
CN1C(=O)NC(c2ccccc2)C2=C1CN(c1ccc3ccccc3c1)C2=O (configuration not stated)	-16%[11.6 µM]	3%	0.1	-15	-3%	8%	-3.9	3%

(cont.)
SMILES | WRN inhibitor | EPAC1 agonist | IL-2 act | PI5P4Ka inh | EPAC2 ag | EPAC1 antag | CCT modulator | PLK1 PBD block
COc1ccc(CNC(=O)c2sc(=O)n(Cc3ccc(S(=O)(=O)N(C)C)cc3)c2C)cc1 | -8%[57.1 µM] | -13% | -0.9 | 1 | 1% | -29% | 0.6 | 0%
Cc1ccccc1CN1C(=O)c2ccccc2S(=O)c2ccc(C(=O)NCCCN3CCOCC3)cc21 (configuration not stated) | 9% | 2% | -1.1 | -7 | 7% | -9% | -0.1 | -13%
Cc1c(C)n(Cc2ccccc2)c2ncnc(NCCN(C)C)c12 | 0% | 4% | -2.4 | -1 | 11% | 2% | -2.5 | -8%
C=C(C)CSc1nc2sc3c(c2c(=O)n1-c1ccccc1)CCN(C)C3 | -5% | 1% | -3.3 | -19 | 1% | -7% | -1.2 | ?
CC(=O)Nc1cnc(-c2ccccc2O)cn1 | 0% | -6% | -0.2 | -13 | 9% | -10% | 0.2 | -8%
CCCCCn1c(N2CCN(c3cccc(Cl)c3)CC2)nc2c1c(=O)[nH]c(=O)n2C | -2% | 0% | -0.1 | 14 | -18% | 20% | -1.4 | -3%
Cc1cc(C(=O)N2CCC2(C)C(=O)NS(=O)(=O)c2cccc(Cl)c2)nn1C (configuration not stated) | 4% | -7% | -0.4 | -4 | -1% | -11% | -0.6 | 5%
Nc1cccc(-c2csc(-n3ncc(C(=O)O)c3C(F)(F)F)n2)c1 | -11% | -2% | -3.7 | -15 | 9% | 24% | 1.5 | -6%
N#C/C(=C\c1c(N2CCCCC2)nc2ccccn2c1=O)C(=O)NCc1ccco1 | 16% | -6% | 0.0 | 2 | 2% | -2% | 0.4 | -7%
Cc1ccc(C(=O)OCC(=O)N(CC(C)C)c2c(N)n(Cc3ccccc3)c(=O)[nH]c2=O)o1 | 5% | -2% | -0.4 | -2 | 1% | 1% | -3.3 | -4%
S=C(c1ccc(N2CCOCC2)cc1)N1CCCCC1 | -11% | 2% | -2.8 | -5 | 6% | -11% | -0.2 | -15%
CCn1c(CCc2ccccc2)nnc1SCC(N)=O | -1% | 3% | 0.2 | 1 | 6% | -16% | -0.4 | -3%
O=C1c2ccccc2S(=O)(=O)c2cc(C(=O)N3CCC(N4CCCC4)CC3)ccc21 | 13% | -7% | 0.5 | -2 | 5% | 7% | -0.6 | 0%
O=c1oc2ccccc2cc1-c1csc(NN=C2CCCCC2)n1 | -14% | 1% | -2.5 | . | 7% | -9% | 0.7 | ?
CC(NC(C(=O)c1ccccc1)c1ccccc1)c1ccccc1 (configuration not stated) | -15% | 7% | 0.0 | 0 | 12% | -1% | -6.9 | -2%
CCP(=O)(CC)c1cccc(N)c1 | 3% | 1% | 0.4 | 5 | -2% | 12% | -3.8 | -2%
CC(=C/c1ccccc1)/C=N/NC(=O)c1cc(C)oc1C | -26% | -3% | -1.9 | -4 | -1% | -10% | -0.3 | -14%
COc1ccc2c(c1)c1c(n2C)[C@@H]2CC=C(CO)[C@@H](C1)N2C | 3% | -6% | -0.1 | 1 | 2% | -15% | 1.8 | 3%
